Screens: PubChem BioAssay, Milwaukee Institute for Drug Discovery
HCV NS3h FP = hepatitis C NS3 helicase inhibition, primary screen | NS3h Cy5-dT15 DNA binding, fluorescence polarization | inhibition, % at 100 µM | 16,000 compounds, 1.6% hits;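 active means inhibition above the average over every tested compound plus 3 SD, cut at about 40% in these data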
Cy5 interf NS3h = enhances or quenches Cy5 fluorescence in NS3h assay; Cy5-dT15 DNA with NS3h, fluorescence interference; actives lie on both sides; signal over control mean, under 1 quenches; fluorescence interference ratio at 100 µM; 16,000 compounds, 6% hits;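 active means compound fluorescence over control fluorescence at most 0.8, a quencher, or at least a set upper limit, an enhancer; inactive means ratio between 0.8 and the set upper limit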
Active calls of the source: *.

canonical_smiles,HCV NS3h FP,Cy5 interf NS3h
CCC(C)OC(=O)c1cccc(-c2ccc(OC(C)=O)cc2)c1 (stereo not drawn),10.1,0.969
CC(C)NC(=O)c1ccc(I)cc1,5.5,1.16
O=C(CCN1C(=O)/C(=C/c2cccs2)SC1=S)NC12CC3CC(CC(C3)C1)C2,9.1,0.998
CCNc1cc(C)c(C)cc1-n1cnc(-c2ccc([N+](=O)[O-])cc2)c1,8.7,0.99
O=[N+]([O-])c1cc(N=Cc2ccc(Br)s2)ccc1Cl,-2.4,0.955
COc1cc(CN2CCN(Cc3ccc(OC)c(OC)c3OC)CC2)cc(OC)c1OC,-8.0,0.998
COc1ccc(CNS(=O)(=O)c2ccc(OC)cc2)cc1,11.7,1.07
CCC(=O)Nc1c(-c2ccccc2)nc2ccc(C)cn12,7.6,0.918
O=C(/C(=C/c1ccccc1[N+](=O)[O-])c1nc2ccccc2s1)c1ccccc1,8.2,1.02
O=C(Nc1ccc(N2C(=O)C3C4c5ccccc5C(c5ccccc54)C3C2=O)cc1Cl)c1ccc(Cl)cc1Cl (stereo not drawn),8.1,0.992
O=C(CSc1nc2ccccc2o1)Nc1ccc2c(c1)OCO2,2.7,0.937
CCN(CC)C(=O)CN(c1cc(Cl)ccc1OC)S(=O)(=O)c1ccc(C)c([N+](=O)[O-])c1,11.8,1.08
COc1cccc2cc(-c3csc(Nc4ccccc4C)n3)c(=O)oc12,8.6,0.998
CN(C)c1ccc(NC(=O)c2ccccc2F)cc1,7.7,0.987
COc1ccc(CC(=O)Nc2ccc(O)c(-c3nc4cc(Cl)ccc4o3)c2)cc1OC,-2.8,0.978
CCn1c2ccccc2c2cc(-c3nn(-c4ccccc4)cc3C=C(C#N)C#N)ccc21,11.6,1.1
COC(=O)c1ccc(/C=C2\SC(=S)N(c3cccc(OC)c3)C2=O)cc1,1.9,1.03
Cc1cc(/C=C2\C(=O)NC(=S)N(c3cccc(Cl)c3)C2=O)c(C)n1-c1cccnc1,3.2,1.07
C=CCOc1ccc(C=C2C(=O)NC(=O)NC2=O)cc1OC,38.4,1.04
COc1cccc2c3c(c(C)nc12)CC(C)O3 (stereo not drawn),-4.9,1.02
CC1CCN(c2nc3ccccc3n3cnnc23)CC1,-11.8,0.969
COc1ccc(N(CC(=O)Nc2ccc(C(=O)N3CCOCC3)cc2)S(=O)(=O)c2ccccc2)cc1,13.2,0.724*
CCOc1cccc(C(=O)Nc2c(C)ccc3nsnc23)c1,7.1,1.02
Cc1ccc(NC2=CC(c3ccccc3[N+](=O)[O-])N(c3ccc(C)cc3)C2=O)cc1 (stereo not drawn),-9.1,1.01
Cn1c(CNc2ccc(O)cc2)nc2ccccc21,-0.3,0.982
Cc1ccc(C(=O)Sc2nc(-c3ccccc3)[nH]c2S(=O)(=O)c2ccc(C)cc2)cc1,10.9,0.937
COc1ccccc1NC(=O)c1c(O)c2ccccc2[nH]c1=O,8.9,1.12
O=C1N=C2N(CCN3CCOCC3)c3ccccc3N2/C1=C/c1ccccc1[N+](=O)[O-],-0.7,1.02
CCOC(=O)Nc1ccc(Br)cc1C(c1ccccc1)N(CC(=O)OC)C(=O)OCC (stereo not drawn),11.0,0.899
O=C(C(C(=O)N1CCOCC1)C12CC3CC(CC(C3)C1)C2)N1CCOCC1,-0.3,1.15
O=C(Nc1cccc(NC(=O)c2ccc(Cl)cc2Cl)c1)c1ccccc1F,-18.3,0.837
Cc1cc(C)c(S(=O)(=O)Nc2ccc(Cl)c3cccnc23)c(C)c1,3.6,1.11
O=C(O)CN1C(=O)S/C(=C/C(Cl)=C/c2ccc([N+](=O)[O-])cc2)C1=O,10.9,1.09
Cc1ccc(C(=O)Nc2ccccc2C(=O)NCCO)cc1,1.8,1.01
O=S(=O)(Nc1nc2ccccc2nc1Nc1ccccc1)c1ccccc1,14.9,0.97
COC(=O)c1c(C)oc2ccc(OC(=O)c3ccc(Br)cc3)cc12,13.7,0.828
CCN1C(=O)/C(=C\c2cc(Br)c(OCc3ccc(F)cc3)c(OC)c2)SC1=S,-2.2,1.06
O=C(Nc1ccc(Cl)c(Cl)c1)C(c1ccccc1)c1ccccc1,9.9,0.951
COc1cc(/C=C2/SC(=S)N(CC(=O)N3CCOCC3)C2=O)cc(OC)c1OC,13.6,0.965
C=CCc1c(C)[nH]c2ccc(C(=O)O)cc2c1=O,-7.1,1.1
CCn1nnnc1-c1ccc(OC)c(S(=O)(=O)Nc2ccccc2OC)c1,7.0,0.955
O=C1/C(=C\Nc2ccc3c(c2)OCO3)CCc2ccccc21,3.7,0.981
COc1ccc([N+](=O)[O-])cc1-c1ccc(/C=C(/C#N)C(=O)Nc2cccc(Br)c2)o1,-21.7,1.01
CC(=C=CC(C)(C)C1OCC(C)(C)CO1)CCC=C(C)C,-3.4,0.829
N#Cc1c(N)nc2c(c1-c1ccccc1Cl)CC(c1ccccc1)CC2 (stereo not drawn),16.4,1.05
O=C(Oc1ccc(-c2ccccc2)cc1)c1ccccc1[N+](=O)[O-],1.8,1.1
Cc1ccc(-c2cc(NC(=O)c3ccc(Cl)cc3Cl)n[nH]2)cc1,-3.4,0.817
COc1cc(/C=N\N=C2/NC(=O)C(CC(=O)Nc3cccc(Cl)c3Cl)S2)ccc1O (stereo not drawn),-7.3,1.1
O=C(Nc1nc2ccc([N+](=O)[O-])cc2s1)c1cc(Cl)ccc1Cl,24.7,0.971
O=C1c2ccccc2NC(c2ccccc2)N1Cc1ccccc1 (stereo not drawn),7.5,0.904
COc1ccc(Nc2nc(-c3ccccc3)c3cc(C)ccc3n2)cc1,6.7,1.13
CCOC(=O)c1sc(NC(=O)c2ccc(OCC)c(Cl)c2)nc1C,56.9*,0.927
Cc1ccc(OCc2nnc(NC(=O)Nc3ccccc3)s2)c(C)c1,4.2,1.04
Cc1ccc2cccc(SCC(=O)c3ccc(Br)cc3)c2n1,14.5,1.04
COc1ccc(CN2CCN(S(C)(=O)=O)CC2)c(OC)c1,0.3,0.695*
COc1ccc(C(=O)Nc2c(C)ccc3nsnc23)cc1[N+](=O)[O-],-7.4,1.02
CC(=O)c1c(C(C)=O)c(C)n(-c2cc(C)cc(C)c2)c1C,16.4,1.02
CC1CCN(S(=O)(=O)c2ccc(NC(=O)c3ccc([N+](=O)[O-])cc3)cc2)CC1,-3.9,0.989
CC1(C)CC(NC(=O)C(=O)Nc2ccc3c(c2)OCO3)CC(C)(C)N1,4.6,1.14
Cc1ccc(-c2ccc(OC(=O)COc3ccccc3Cl)cc2)cc1,5.5,1.01

(next part)
canonical_smiles,HCV NS3h FP,Cy5 interf NS3h
CCN(CC)c1ccc(N=Cc2c(C)[nH]c3ccccc23)cc1,17.9,0.821
Cc1ccc(N(CC(=O)Nc2ccc(I)cc2)S(C)(=O)=O)cc1Cl,13.7,0.995
COc1ccc(OC)c(C2C3=C(CC(C)(C)CC3=O)OC3=C2C(=O)CC(C)(C)C3)c1,2.6,1.07
COc1ccc2c(C(F)(F)F)cc(=O)oc2c1,3.2,1.02
COc1cc(NC(=O)c2ccc(Br)cc2)cc([N+](=O)[O-])c1,-5.0,0.953
CCOC(=O)CCc1c(C)nc2c(C)c(-c3ccccc3)[nH]n2c1=O,8.2,1.21*
O=C(O)CN(c1ccc(Cl)c(C(F)(F)F)c1)S(=O)(=O)c1ccccc1,0.3,0.984
Cc1cc(Br)cc(C)c1NC(=O)c1c(F)cccc1F,5.2,0.982
Cc1ccc(NC2CC(=O)N(c3ccccc3)C2=O)cc1 (stereo not drawn),11.8,1.06
Cc1cccc(/C(N)=N\OC(=O)c2ccc(I)cc2)c1,12.9,1.09
O=S1(=O)CCC(Oc2ccc(Br)cc2)C1 (stereo not drawn),2.3,1.07
Cc1c(NC(=O)c2cccs2)cccc1NC(=O)c1cccs1,2.8,0.982
CCOc1ccc(NC(=O)c2ccccc2NC(=O)c2cccs2)cc1,17.1,0.973
CCOc1ccc(N(CC(=O)Nc2ccc(F)cc2)S(C)(=O)=O)cc1,-0.7,1.05
COc1ccccc1/C=C1/SC(=O)N(CNc2cccc(Cl)c2)C1=O,4.7,1.06
CCOC(=O)C1CCN(C(=O)c2ccc(C#CC3(O)CCCCC3)cc2)CC1,9.6,1.1
c1ccc(Cn2ncc3c(N4CCOCC4)ncnc32)cc1,4.0,0.98
O=C1OC2C=CC=CC2C=C1C(=O)N1CCSC1c1ccc2c3c(cccc13)CC2 (stereo not drawn),9.7,1.02
C=C(C)COc1ccc2oc(-c3ccccc3)c(C(=O)O)c2c1,7.9,0.938
Cc1ccccc1OCCOc1ccccc1/C=c1\sc2nc3ccccc3n2c1=O,13.8,1.09

An excerpt from above in order of their number in Cy5 interf NS3h, lowest first:
canonical_smiles,HCV NS3h FP,Cy5 interf NS3h
CCOc1ccc(NC(=O)c2ccccc2NC(=O)c2cccs2)cc1,17.1,0.973
Cc1c(NC(=O)c2cccs2)cccc1NC(=O)c1cccs1,2.8,0.982
COc1ccc(OC)c(C2C3=C(CC(C)(C)CC3=O)OC3=C2C(=O)CC(C)(C)C3)c1,2.6,1.07

Single entries from above.
HCV NS3h FP with Cc1c(NC(=O)c2cccs2)cccc1NC(=O)c1cccs1 → 2.8
Cy5 interf NS3h with CCOc1ccc(N(CC(=O)Nc2ccc(F)cc2)S(C)(=O)=O)cc1 → 1.05
HCV NS3h FP with C=C(C)COc1ccc2oc(-c3ccccc3)c(C(=O)O)c2c1 → 7.9
HCV NS3h FP with Cc1ccc(N(CC(=O)Nc2ccc(I)cc2)S(C)(=O)=O)cc1Cl → 13.7

Further results follow.
canonical_smiles,HCV NS3h FP,Cy5 interf NS3h
COc1ccccc1N(CC(=O)Nc1ccccc1Cl)S(=O)(=O)c1ccccc1,16.7,1.02
CC1CN(C(=O)c2ccc([N+](=O)[O-])cc2)CC(C)O1 (stereo not drawn),-9.4,0.954
N#C/C(=C\c1ccc(-c2ccccc2)o1)C(=O)Nc1ccc(F)cc1,22.2,1.06
CCOc1ccc(NC(=O)COc2ccccc2)c([N+](=O)[O-])c1,25.4,1.05
O=C(Nc1ccc(O)cc1)c1ccc2c(c1)C(=O)N(c1ccccc1-c1ccccc1)C2=O,12.5,0.929
COc1ccc(C(=O)NCc2ccccc2C)cc1,4.0,1.04
O=C1/C(=C/c2ccc(Cl)c(Cl)c2)SC(=S)N1C1CCS(=O)(=O)C1 (stereo not drawn),4.5,0.973
O=c1/c(=C/c2cn(Cc3ccc(F)cc3)c3ccccc23)sc2nc3ccccc3n12,11.9,1.15
Cc1ccc(N2C=NNC(=O)C2)cc1C,5.6,1.06
COc1ccc(C(=O)Nc2c(C)ccc3nsnc23)cc1,12.6,1.02
CN(C)c1ccc(/C=C/C(=O)c2ccc3c(c2)OCCO3)cc1,31.1,0.912
CN1C(=O)C(=Cc2cccc(Cl)c2Cl)C(=O)N(C)C1=O,30.6,0.968
CCOc1ccc(NC(=O)CN(c2cc(C)cc(C)c2)S(=O)(=O)c2ccccc2)cc1,16.3,1.01
CS(=O)(=O)N(CC(=O)N1CCCC1)c1ccc(Cl)cc1,-9.3,1.07
CC(C)OC(=O)C1C(=O)CC(C)(O)C(C(=O)OC(C)C)C1c1ccc(F)cc1 (stereo not drawn),9.1,1.05
Brc1ccc2c(c1)c(-c1ccccc1)nc1nnnn12,15.4,1.06
CC(C)(C)C(=O)/C=C(O)\C(O)=C/C(=O)C(C)(C)C,16.6,0.964
COc1ccc(C(=O)Nc2cccc(-c3nc4ccccc4s3)c2)cc1Br,12.8,0.976
CC(=O)NCC1OCCc2ccccc21 (stereo not drawn),-4.0,1.02
Fc1ccccc1-c1nc(-c2ccncc2)no1,1.4,1.06

Brought forward from above: 2 compounds, followed by the next part.
canonical_smiles,HCV NS3h FP,Cy5 interf NS3h
CC(=O)NCC1OCCc2ccccc21 (stereo not drawn),-4.0,1.02
Fc1ccccc1-c1nc(-c2ccncc2)no1,1.4,1.06
COc1ccc(C2CC(C(F)(F)F)n3nc(C(=O)N4CCN(c5ccccc5)CC4)c(Cl)c3N2)cc1OC (stereo not drawn),14.4,0.988
COc1ccc(-c2cc(=O)n3[nH]c(-c4ccccc4)c(C)c3n2)cc1,1.2,1.08
Cc1ccc(C2C(=C(O)c3ccc(Cl)cc3)C(=O)C(=O)N2C)cc1 (stereo not drawn),-4.9,1.01
Cc1ccc(NC(=O)CN(c2cccc(Br)c2)S(=O)(=O)c2ccccc2)cc1,10.6,0.961
O=C(NC(=S)Nc1cccc(C(F)(F)F)c1)c1ccco1,9.2,0.937
O=C1NC(=Nc2ccc(F)cc2)S/C1=C\c1ccco1,21.1,0.995
Cc1ccc(C(=O)Nc2ccccc2C(=O)N2CCOCC2)cc1,3.1,1.03
CCOc1cc(/C=C2\C=C(c3ccc(C)cc3)OC2=O)ccc1OC(C)=O,-4.9,0.953
Cc1cc(C=Nc2ccccc2)c(O)s1,9.5,0.927
COc1ccccc1NC(=O)c1ccc(C)o1,0.9,1.06
COc1cccc(C2=NN(C(=O)CCc3ccccc3)C(O)(C(F)(F)F)C2)c1 (stereo not drawn),9.7,0.955
O=C(O)c1sc2ccccc2c1Cl,-16.8,0.933
CCC1=NN2C(=N)/C(=C/c3ccc(OC)c(OC)c3)C(=O)N=C2S1,6.1,1.06
CC1=CC(C)(C)N(Cc2ccc([N+](=O)[O-])cc2)c2cc(C)ccc21,5.8,0.973
Cc1ccc(NC(=O)c2ccc(-c3ccc(Cl)cc3Cl)o2)c([N+](=O)[O-])c1,-0.9,1.09
O=c1/c(=C/c2ccc(-c3ccccc3)o2)sc2nc3ccccc3n12,4.4,0.952
O=C(CNc1cccc2ccccc12)c1ccc([N+](=O)[O-])cc1,13.4,0.948
Cc1cc(-n2c(C)cc(C=O)c2C)cc(C)c1Br,5.2,0.918

Random draw from the library; 7.3% or so of the library scored in one or more.
